NCI-60 one-dose screen, 48 h, at 10 µM unless noted. Numbers give growth in % (100 = growth as untreated, 0 = no growth, -100 = all killed).
MOLT-4: MOLT-4 leukemia cells; hit rate 6.9% among 80,000; AID 1794779
T-47D: T-47D breast cancer. hit rate 5% among 79,000. AID 1794792
K-562: K-562 leukemia; hit rate 7.4% among 78,000
MDA-MB-468: MDA-MB-468 breast cancer; hit rate 8.5% among 78,000
MCF7: MCF7 breast cancer; hit rate 6.3% among 82,000
SR: SR leukemia cells; hit rate 8.7% among 73,000; AID 1794780
BT-549: BT-549 breast cancer; hit rate 4.4% among 78,000; AID 1794793
MDA-MB-231: MDA-MB-231 breast cancer; hit rate 5% among 81,000
Numbers without * were called inactive; / = no result given; & = joins results of further samples; [ ] = dose if it differs, or a comment. Rule for the calls: active = growth percent below 10; inactive = the rest.

SMILES	MOLT-4	T-47D	K-562	MDA-MB-468	MCF7	SR	BT-549	MDA-MB-231
O=C(Nc1ccc(-c2nc(N3CCOCC3)c3cccn3n2)cc1)Nc1cccnc1	5.8*	-25*	15	-38*	4.5*	11	-10*	-0.8*
CCCOC(=O)Nc1ccc(OCC)cc1	102	98	102	106	102	97	109	110
Cl.[Pt].[c-]1ccccc1-c1ccccn1.c1ccc(P(c2ccccc2)C([PH+](c2ccccc2)c2ccccc2)[PH+](c2ccccc2)c2ccccc2)cc1	14	28	11	-6.8*	3.2*	20	27	-8.4*
Nc1nonc1-c1nc2ccccc2n1CCO	102	93	96	113	99	97	102	107
COC(=O)[C@H](Cc1ccccc1)n1cc(COC(=O)c2cccc3c(=O)c4ccccc4[nH]c23)nn1	116	90	86	80	87	96	95	94
O=C(O)CNC(=O)C1(N2C(=O)c3ccccc3C2=O)CCCC1	101	102	96	98	92	99	101	101
C=C(CC[C@@H](C)[C@H]1CC[C@@]2(C)C3=C(C[C@H](O)[C@]12C)[C@@]1(C)CC[C@@H](OC(=O)C[C@@](C)(O)CC(=O)OC)C(C)(C)[C@@H]1CC3)[C@H](C)C(=O)O	72	92	/	97	82	86	95	114
Clc1ccc(NN(Cc2ccncc2)c2ccc(Cl)cc2)cc1	71	83	67	96	71	79	105	81
C(=N/N=C1c2ccccc2-c2ccccc21)/c1c[nH]c2ccccc12	75	52	87	37	39	88	131	53
COc1cc(C(F)(F)F)ccc1-c1cc(-c2ccc(F)cc2)n[nH]1	91	63	98	76	50	107	106	80
N#CC1=C(N)n2nc(-c3cccnc3)nc2NC1c1ccc(F)cc1 (stereo not drawn)	95	98	109	87	91	/	105	83
CC1(C)CN1C(=O)Nc1ccc(Cc2ccc(NC(=O)N3CC3(C)C)cc2)cc1	92	93	87	110	99	87	98	103
COc1ccc(NC(=O)CCn2c(=O)c3c(ncn3C)n(C)c2=O)cc1	98	87	100	107	98	102	102	105
Cc1ccc(-c2cc(-c3cccc(OCC(=O)O)c3)[nH]c(=O)c2C#N)cc1	85	94	96	96	92	82	107	/
Cc1cc2c(c(C)c1Cl)C(=O)/C(=C/c1cccc(Cl)c1)O2	88	93	93	102	60	48	106	87
CC(=O)Oc1c(Cl)c(Cl)c([N+](=O)[O-])c(Cl)c1Cl	95	98	99	110	99	89	94	103
Fc1ccc(-c2nnc(COc3ccc(Cl)cc3Cl)o2)cc1	101	98	100	107	96	104	101	97
CCN1C(=O)N(CC)C2C1NC(=S)N2/N=C/C=C/c1ccccc1OC (stereo not drawn)	16	66	9.3*	-0.3*	18	12	-5.7*	13
O=C(Oc1ccc([N+](=O)[O-])cc1)c1ccc([N+](=O)[O-])cc1	106	/	98	100	92	90	/	99
CCN1C(=S)N([C@H](C)c2ccccc2)[C@@H]2NC(=S)N[C@@H]21	107	103	106	99	98	115	107	96
COc1ccc(C(Cc2ccccc2)NCCCCO)cc1 (stereo not drawn)	101	47	98	110	92	118	95	100
Nc1ncnc2c1c(C(F)(F)F)cn2[C@@H]1O[C@H](CO)[C@@H](O)[C@H]1O	0.1*	-0.4*	5.7*	-41*	7.4*	1.0*	-10*	16
Cc1c([N+](=O)[O-])ccc2ccccc12	101	102	101	/	92	85	101	106
C=CCN1C(=O)c2cccc3c(/C=C/CN4C(=O)c5cccc6cccc(c56)C4=O)ccc(c23)C1=O	106	95	97	98	103	103	98	76
O=C(N/N=C/[C@@H]1C[C@H](CO)C2CCC[C@@H]21)c1ccncc1 (stereo partly drawn)	97	90	95	86	99	95	101	102

No new results follow: 22 of the compounds above.
SMILES	MOLT-4	T-47D	K-562	MDA-MB-468	MCF7	SR	BT-549	MDA-MB-231
Cl.[Pt].[c-]1ccccc1-c1ccccn1.c1ccc(P(c2ccccc2)C([PH+](c2ccccc2)c2ccccc2)[PH+](c2ccccc2)c2ccccc2)cc1	14	28	11	-6.8*	3.2*	20	27	-8.4*
Nc1nonc1-c1nc2ccccc2n1CCO	102	93	96	113	99	97	102	107
COC(=O)[C@H](Cc1ccccc1)n1cc(COC(=O)c2cccc3c(=O)c4ccccc4[nH]c23)nn1	116	90	86	80	87	96	95	94
O=C(O)CNC(=O)C1(N2C(=O)c3ccccc3C2=O)CCCC1	101	102	96	98	92	99	101	101
C=C(CC[C@@H](C)[C@H]1CC[C@@]2(C)C3=C(C[C@H](O)[C@]12C)[C@@]1(C)CC[C@@H](OC(=O)C[C@@](C)(O)CC(=O)OC)C(C)(C)[C@@H]1CC3)[C@H](C)C(=O)O	72	92	/	97	82	86	95	114
Clc1ccc(NN(Cc2ccncc2)c2ccc(Cl)cc2)cc1	71	83	67	96	71	79	105	81
C(=N/N=C1c2ccccc2-c2ccccc21)/c1c[nH]c2ccccc12	75	52	87	37	39	88	131	53
COc1cc(C(F)(F)F)ccc1-c1cc(-c2ccc(F)cc2)n[nH]1	91	63	98	76	50	107	106	80
N#CC1=C(N)n2nc(-c3cccnc3)nc2NC1c1ccc(F)cc1 (stereo not drawn)	95	98	109	87	91	/	105	83
CC1(C)CN1C(=O)Nc1ccc(Cc2ccc(NC(=O)N3CC3(C)C)cc2)cc1	92	93	87	110	99	87	98	103
COc1ccc(NC(=O)CCn2c(=O)c3c(ncn3C)n(C)c2=O)cc1	98	87	100	107	98	102	102	105
Cc1ccc(-c2cc(-c3cccc(OCC(=O)O)c3)[nH]c(=O)c2C#N)cc1	85	94	96	96	92	82	107	/
Cc1cc2c(c(C)c1Cl)C(=O)/C(=C/c1cccc(Cl)c1)O2	88	93	93	102	60	48	106	87
CC(=O)Oc1c(Cl)c(Cl)c([N+](=O)[O-])c(Cl)c1Cl	95	98	99	110	99	89	94	103
Fc1ccc(-c2nnc(COc3ccc(Cl)cc3Cl)o2)cc1	101	98	100	107	96	104	101	97
CCN1C(=O)N(CC)C2C1NC(=S)N2/N=C/C=C/c1ccccc1OC (stereo not drawn)	16	66	9.3*	-0.3*	18	12	-5.7*	13
O=C(Oc1ccc([N+](=O)[O-])cc1)c1ccc([N+](=O)[O-])cc1	106	/	98	100	92	90	/	99
CCN1C(=S)N([C@H](C)c2ccccc2)[C@@H]2NC(=S)N[C@@H]21	107	103	106	99	98	115	107	96
COc1ccc(C(Cc2ccccc2)NCCCCO)cc1 (stereo not drawn)	101	47	98	110	92	118	95	100
Nc1ncnc2c1c(C(F)(F)F)cn2[C@@H]1O[C@H](CO)[C@@H](O)[C@H]1O	0.1*	-0.4*	5.7*	-41*	7.4*	1.0*	-10*	16
Cc1c([N+](=O)[O-])ccc2ccccc12	101	102	101	/	92	85	101	106
C=CCN1C(=O)c2cccc3c(/C=C/CN4C(=O)c5cccc6cccc(c56)C4=O)ccc(c23)C1=O	106	95	97	98	103	103	98	76

Two compounds drawn at random from those above:
SMILES	MOLT-4	T-47D	K-562	MDA-MB-468	MCF7	SR	BT-549	MDA-MB-231
N#CC1=C(N)n2nc(-c3cccnc3)nc2NC1c1ccc(F)cc1 (stereo not drawn)	95	98	109	87	91	/	105	83
O=C(O)CNC(=O)C1(N2C(=O)c3ccccc3C2=O)CCCC1	101	102	96	98	92	99	101	101

The list goes on:
SMILES	MOLT-4	T-47D	K-562	MDA-MB-468	MCF7	SR	BT-549	MDA-MB-231
OC(COc1cccc2ccccc12)CN1CCN(c2ccccc2)CC1 (stereo not drawn)	107	86	114	78	96	130	95	96
O=S(=O)(O)c1cc(O)ccc1O	/	105	/	114	105	/	94	125
COC(=O)/N=c1\cc(N2CC=CCC2)nc(N)n1O	120[100 µM]	94[100 µM]	115[100 µM]	102[100 µM]	100[100 µM]	109[100 µM]	110[100 µM]	112[100 µM]
CCc1ccc(Oc2c(-c3ccc(OCc4ccc(Cl)cc4)cc3O)nn(C)c2C(F)(F)F)cc1	-14*	-8.2*	2.4*	-11*	6.5*	-26*	-12*	-56*
Nc1ncnc(N)c1NC(=O)c1ccc(OCc2ccccc2)cc1	97	96	105	/	103	94	107	104
O=c1[nH]cnc2c1C(c1ccc(Br)cc1)c1sc3c(F)cccc3c1O2 (stereo not drawn)	37	84	95	105	77	55	99	94
Cn1cc(-c2cnn3c(N)c(Br)c([C@@H]4CCCNC4)nc23)cn1	7.8*	60	18	68	31	4.1*	52	35
O=[N+]([O-])c1ccc2c(c1)-c1ccccc1C2	103	92	106	105	95	99	102	92
CN(C(=O)CCC(=O)N(C)c1ccccc1)c1ccccc1	95	129	101	106	98	103	101	106
CC(C)[C@@]12C[C@@H](OC(=O)[C@H]3CO3)[C@@](C)(O1)[C@@H]1CC[C@@H](C)[C@H]1[C@@H]2OC(=O)/C=C/c1ccccc1	73	49	90	86	62	69	21	79
CC(C)NC1(C#N)CCN(Cc2ccccc2)CC1	96	88	76	100	100	97	111	111
Cc1cc(C)n2[nH]c(=O)cc2n1	97	97	102	103	96	99	116	108
COc1ccc2occ(C3=C(c4cn(C)c5ccccc45)C(=O)NC3=O)c2c1	77	57	34	46	94	48	98	78
O=C1c2ccccc2-c2c1c1c3ccccc3n(CCN3CCCCC3)c1c1c3ccccc3n(CCN3CCCCC3)c21	76	51	44	83	77	70	103	93
NCc1nnc(CCC(=O)c2nc3ncccc3[nH]2)o1	113	104	101	89	97	110	107	96
CCOC(=O)/C(C#N)=C\c1c[nH]c2ccccc12	82	86	/	97	77	/	129	81
Cc1c2c(nn1C)CN(C(=O)Nc1nc(-c3cccnc3)ccc1N)C2	108	94	100	107	87	108	102	123
CCN1CCN(c2nc(NN3C(=O)c4cccc5cccc(c45)C3=O)nc(N3CCOCC3)n2)CC1	98	94	94	110	85	/	103	108
O=[N+]([O-])c1ccc2c(c1)S(=O)c1cc([N+](=O)[O-])ccc1N2	93	97	115	95	99	121	102	96
O=C(CSc1nc2ccccc2c(=O)n1-c1ccccc1)Nc1cccc(C(=O)/C=C/c2ccccc2Cl)c1	106	91	95	113	54	89	118	100
CCN(Cc1cccc(S(=O)(=O)O)c1)c1ccc(C(=C2C=CC(=[N+](CC)Cc3cccc(S(=O)(=O)O)c3)C=C2)c2ccccc2Cl)cc1	107&108	96&94	117&113	99&141	91&99	114&106	109	90&110
CN(C)c1nc(N)nc(Nc2ccc(Br)cc2)c1N=O	93	66	90	101	101	/	89	89
NC(=O)CC1CCCCC1	100	94	106	105	89	100	104	112
CC(=O)c1ccc(NC(=O)CSc2nnc(C(C)c3ccc(CC(C)C)cc3)o2)cc1 (stereo not drawn)	109	90	98	92	91	97	95	99
COc1ccc(C(=O)CSc2nc3c([nH]2)c(=O)n(C)c(=O)n3C)c(F)c1	95	96	91	/	97	/	162	109
SMILES	MOLT-4	T-47D	K-562	MDA-MB-468	MCF7	SR	BT-549	MDA-MB-231
Cc1ccc(S(=O)(=O)n2[nH]c(=O)cc2N)cc1	105	/	96	95	100	104	95	101
COc1cccc(C(=O)N2CCc3ccccc32)c1OC	106	86	99	101	93	96	109	98
CCCCn1c(=O)c(C2=NC(c3ccc(Cl)cc3)=C2)cc2cc(Cl)ccc21	98	91	91	87	86	81	103	82
CCCCN(CCCC)c1ccc(C(=NC(C)CCCN(CC)CC)c2ccc(N(C)C)cc2)cc1 (stereo not drawn)	-6.3*	-56*	-51*	-86*	-81*	-26*	-27*	-79*
O=C(Nc1cccc2c1C(=O)c1cccc(Cl)c1C2=O)c1ccccc1	81	90	85	85	80	75	104	/
C=CCC(N)C(=O)O (stereo not drawn)	94	112	93	112	94	97	110	114
NC(=O)c1c(NC(=O)c2ccc(C(F)(F)F)cc2)sc2cc(O)ccc12	62	70	65	118	93	69	/	106
CNCC(OC)c1ccc(O)c(O)c1 (stereo not drawn)	118	116	114	105	106	/	91	99
Cc1ccc(C(=O)c2ccc(CC(=O)N/N=C/c3cc4ccccc4[nH]3)n2C)cc1	98	71	94	111	78	94	100	79
CCCCC(CC)C(=S)N1CCOCC1 (stereo not drawn)	107	87	100	95	100	111	/	111
CC(C)c1nc(SCC(=O)c2ccccc2)nc(Nc2ccc(S(N)(=O)=O)cc2)c1C#N	111	99	96	90	89	105	122	95
COc1ccccc1-c1cc(=O)c2c(OC)c3ccoc3cc2o1	89	81	97	85	97	76	102	85
Cc1ccc(C(C)C)c(OCC(CC(C)(C(=O)OC2C(O)C(C(C)C)C=CC2(C)C)C(C)C)C2=CC(O)C(C(C)C)CC2)c1 (stereo not drawn)	111	101	127	100	102	122	118	110
c1cnc2[nH]cc(-c3csc(-c4cn(CCCN5CCCCC5)c5ccccc45)n3)c2c1	-11*	63	-45*	70	22	-31*	91	45
c1ccc(-c2nc3cnccn3c2NCCN2CCOCC2)cc1	93	/	90	104	96	/	94	100
O=c1c2cccc(Cl)c2sc2c(Cl)nc3ccccc3c12	76	95	95	96	79	/	/	81
CCN(CC)CCn1c2ccc(O)cc2c2sc3cc(O)ccc3c(=O)c21	9.3*	50	15	48	8.1*	5.8*	62	44
CCOC(=O)CSCC(C)C(=O)OC (stereo not drawn)	98	106	95	89	95	95	101	106
CC(C)(C)C(=O)C(Oc1ccc(Cl)cc1)n1ccnc1 (stereo not drawn)	62	77	/	109	96	71	105	97
CC(=O)c1ccc(Nc2nc(SCC(C)C)nc(-c3ccccc3)c2C#N)cc1	102	95	95	74	100	110	92	74
Fc1ccc(/C=N/Nc2ncnc3sc4c(c23)CCN(Cc2ccccc2)C4)cc1	22	65	34	34	39	/	65	50

High-throughput results from PubChem.
